MEKK2mut PB1 HTS – MEK5 binding signal on mutant MEKK2 PB1, primary screen, biochemical, multiplex bead flow cytometry, Alexa488-MEK5. AID 1530, 2009. 290,000 compounds, 0.35% hits. percent response, % at 10 µM. Alexa488-MEK5 binding to MEKK2 mutant; in the data active = percent response above about 24%, passing the limit was not always enough; note: inactives centre near 1; some results filed as inactive read as strong as hits; reference of the scale not given here
MEKK2 WT-MEK5 – modulators of MEK5 binding to wildtype MEKK2, primary screen, biochemical, multiplex bead flow cytometry, Alexa488-MEK5. Mitogen-activated protein kinase kinase kinase 2 (Homo sapiens), Q9Y2U5. Alexa488-MEK5 binding to MEKK2 WT; actives lie on both sides. binding response (% of control), % at 10 µM. 290,000 compounds, 1.1% hits. AID 1531, 2009; in the data active = binding response below about 67% or above about 130%
The depositor's hits bear a star; [ ] = remark or other dose.

SMILES	MEKK2mut PB1 HTS	MEKK2 WT-MEK5
CC(C)(C)[C@@H]1C=C(C(=O)O)O[C@H](OCCCCO)C1	1	101
CNC(=O)C1(C)C=CC2(CCCCC2)N1C(=O)OC (centres undefined)	6	107
COc1ccc(-c2csc(NC(CO)c3nc4ccccc4n3Cc3ccc(C)cc3)n2)cc1 (centres undefined)	1	98
O=C(NCCF)C1Nc2ccc(OC(F)(F)F)cc2C2C=CCC12 (centres undefined)	3	105
C=CC[C@]12C=C(OC)C(=O)C(OC)=C1O[C@@H](c1ccc3c(c1)OCO3)[C@H]2C	0	99
O=C(O)C1=C[C@@H](c2ccc(C(F)(F)F)cc2)C[C@@H](OCCCCO)O1	-3	98
Cc1nc(-c2ccc(Cl)cc2)sc1C1(C)CC(c2ccccc2Br)=NO1 (centres undefined)	-4	99
O=C(O)c1cccc(O)c1O	6	113
COc1ccc(CNC(=O)NS(=O)(=O)c2ccc(C)cc2)cc1	-9	81
O=C(O)c1ccc(-c2noc(-c3ccccc3C(F)(F)F)n2)cc1	-4	97
COC(=O)C1=C(C)N(CCCCCC(=O)O)C(=O)NC1c1ccccc1 (centres undefined)	6	106
COCCN1C(=O)N[C@@H](c2ccco2)C(C(=O)OC)=C1C	-2	97
Brc1ccc(-c2noc3c2-c2nc(C4CCCCC4)sc2CC3)cc1	-2	100
Cc1cc(CNC(=O)C2(C(F)(F)F)C/C(=C\Cc3ccccc3)CCCO2)nn1C (centres undefined)	4	105
CS(=O)(=O)c1ccc(CNC(=O)C2(C(F)(F)F)C/C(=C/CCO)CCCO2)cc1 (centres undefined)	-1	99
COc1ccccc1Nc1nc(N2CCCC2)nc(N2CCOCC2)n1	-4	98
N#CCc1c(C#N)c(N)nc(N2CCCC2)c1C#N	3	107
O=C(NCc1ccccc1)C1=C[C@@H](C2CCCCC2)C[C@@H](OCCCCO)O1	-5	95
O=C(Nc1ccccc1)[C@@H]1CC=C[C@@H]2CCN(Cc3ccccc3)C(=O)[C@@H]21	2	103
CCC/C=C(\CCC)C(NC(=O)c1ccc(C(=O)OC)cc1)c1ccc(C(=O)OC)cc1 (centres undefined)	-6	96
COc1ccccc1CN1[C@@H](CC(=O)O)c2cc(F)ccc2S1(=O)=O	5	108
CC(=O)C[C@H]1c2cc(C(F)(F)F)ccc2S(=O)(=O)N1Cc1ccccc1	-5	92
CC[C@@H]1[C@H]2CCCC(=O)N3CC[C@@H](C[C@H]1O)[C@@H]23	2	101
CCOC(=O)c1cc(-c2ccccc2)nn1CC1CC(c2cccnc2)=NO1 (centres undefined)	2	100
c1ccc(CSc2nnc(-c3ccccc3)c(-c3ccccc3)n2)cc1	-3	87
(further entries)
SMILES	MEKK2mut PB1 HTS	MEKK2 WT-MEK5
CCCCCCCCN1[C@@H](CC(=O)OC)c2cc(C(F)(F)F)ccc2S1(=O)=O	-3	102
CC1(C)CC(=O)C=C(c2cccnc2)C1	-3	98
CC(C)CCNC(=O)c1c(CSc2ccc(Cl)cc2)noc1C(=O)NCc1ccccc1	4	104
O=C(C1=C[C@H](c2csc3ccccc23)C[C@H](OCc2ccc(CO)cc2)O1)N1CCCCCCC1	-8	92
COc1cccc(CN2C(=O)[C@H]3Cc4c([nH]c5ccccc45)C(C)(C)N3C2=O)c1	2	100
CCCCCCCCCC(=O)N[C@H](CN1CCOCC1)[C@H](O)c1ccccc1	4	114
CN(CCCN1c2ccccc2CCc2ccccc21)CC(=O)c1ccc(Cl)cc1	18	165*
COC(=O)CNC(=O)C1Nc2ccc(OC(F)(F)F)cc2C2C=CCC12 (centres undefined)	1	102
O=c1[nH]c(Nc2ccccc2)cc2cc(Br)ccc12	-3	92
C[C@H]1CCC[C@]2(O[C@H](CCO)C[C@@H](O)[C@@H]2O)O1	3	103
CCOC(=O)[C@@H]1[C@H]2COc3ccc(Br)cc3[C@@H]2N2C(=O)N(c3ccc(Cl)cc3)C(=O)[C@]12C	6	112
O=C1CC2(CCOCC2)Oc2ccc3ccccc3c21	-1	101
NC(=Nc1ccccc1)NC(=O)c1nc(Cl)c(N)nc1N	4	116
CCOC(=O)CN1C(=O)N[C@@H](c2cccc(F)c2)C(C(C)=O)=C1C	-2	99
Cn1c(N)c(C(=O)Nc2ccccc2)c(=O)[nH]c1=O	-3	97
CC(C)CNC(=O)C1Nc2ccccc2C2C=CCC12 (centres undefined)	2	104
Oc1ccc(Cl)cc1Nc1nc(NCC2CCCO2)c2ccccc2n1 (centres undefined)	8	125
O=C1c2ccccc2S(=O)(=O)c2cc(N3CCOCC3)ccc21	-5	88
CC(C)(C)OC(=O)NCCCC1=CC2=CC(=O)C(C)(OC(=O)c3ccco3)C(=O)C2=CO1 (centres undefined)	1	90
O=C(NCc1ccccn1)C1Nc2ccc(OC(F)(F)F)cc2C2C=CCC12 (centres undefined)	-3	93
COC(=O)c1c(C)c(OC(=O)c2c(C)cc(O)c(C=O)c2O)cc(C)c1O	2	101
C#CCOCCOCCOCCNc1nc(N2CCN(C(=O)C([C@@H](C)CC)n3cc(C(N)COC(=O)C(F)(F)F)nn3)CC2)nc(N2CCN(C(=O)[C@H](Cc3ccc(O)cc3)n3cc(C(N)[C@H](C)CC)nn3)CC2)n1 (some centres undefined)	9	120
CC#CCN1c2ccccc2[C@]23C[C@@H](C(=O)OC)N(C(=O)NC(C)(C)C)C2=NC(C(=O)OC)=C(C(=O)OC)[C@H]13	0	100
CC(C)(C)c1nc2c(s1)CCc1onc(-c3ccc(Br)cc3)c1-2	0	102
COC(C[C@@H]1O[C@@H]1C(=O)[C@H](C)OCc1ccccc1)OC	4	97

Shown as a hit in MEKK2 WT-MEK5, of those listed so far:
SMILES	MEKK2mut PB1 HTS	MEKK2 WT-MEK5
CN(CCCN1c2ccccc2CCc2ccccc21)CC(=O)c1ccc(Cl)cc1	18	165*

More results
SMILES	MEKK2mut PB1 HTS	MEKK2 WT-MEK5
Brc1ccccc1-n1nnc(-c2cnc3ccccc3c2)n1	1	100
O=C(NCc1cccc(C(F)(F)F)c1)C1CC(c2ccccc2F)=NO1 (centres undefined)	4	101
CC(=O)c1cccc(-c2ccc3c(=O)[nH]c(Nc4ccccc4)cc3c2)c1	1	99
CCCC[C@@H]1C[C@H]1[C@@H](NC(=O)c1ccco1)c1ccc(C(=O)OC)cc1	1	95
CCCNC(=O)C1(CC2CC(c3ccccc3)=NO2)CCNCC1 (centres undefined)	4	107
COc1cc(O)cc2c1[C@@H]1Oc3c(ccc(O)c3CC=C(C)C)[C@@H]1CO2	2	104
O=C(Nc1ccccc1)C1=C[C@H](c2ccc(C(F)(F)F)cc2)C[C@H](OCCCCO)O1	-2	99
O=C(NCCc1ccccc1)[C@@H]1CC=C[C@@H]2CCN(Cc3ccccc3)C(=O)[C@@H]21	5	105
CCc1nnc(SCc2ccc([N+](=O)[O-])cc2)nc1CC	2	103
C=C1CCN([C@@H](CC(C)C)C(=O)NCc2ccc(OC)cc2)S(=O)(=O)c2ccccc21	2	104
C=CC1=C2C=C(C3CC3)N(CC3CC3)C=C2C(=O)C(C)(OC(=O)c2ccco2)C1=O (centres undefined)	-4	86
O=C(NCc1nc2ccccc2[nH]1)C1=C[C@H](c2ccc(C(F)(F)F)cc2)C[C@H](OCCCCO)O1	0	99
COc1cccc(N2[C@@H](CC(=O)O)c3ccccc3S2(=O)=O)c1	4	104
C=C(C)c1sc(-c2ccccc2)nc1C	3	107
CCCCC1=CC2=CC(=O)C(C)(OC(=O)CC)C(=O)C2=CO1 (centres undefined)	-1	88
COC(=O)C1=C(C(=O)OC)[C@@H]2Nc3ccccc3[C@@]23C[C@@H](C(=O)OC)N(C(=O)c2ccco2)C3=N1	3	105
CCC/C=C1/CCCOC(C(=O)NCc2ccc(S(C)(=O)=O)cc2)(C(F)(F)F)C1 (centres undefined)	4	101
CC1=C(CC[C@@H](C)CO)OC2CC3C4CCC5CC(O)CCC5(C)C4CC(=O)C3(C)C12 (some centres undefined)	3	102
CC(C)=CCc1c(O)cc(O)c2c(=O)c(O[C@@H]3O[C@@H](C)[C@H](O)[C@@H](O)[C@H]3O)c(-c3ccc(O)cc3)oc12	1	104
COC(=O)C1=C(C(=O)OC)[C@@H]2Nc3ccccc3[C@@]23C[C@@H](C(=O)OC)N(C(=O)NC2CCCCC2)C3=N1	0	92
Brc1ccc(-c2noc3c2-c2nc(-c4ccccc4)sc2CC3)cc1	0	99
CCCOc1ccc(Cl)cc1Nc1nc(NCCO)nc(N2CCCC2)n1	4	112
COC(=O)C1=C(C(=O)OC)[C@@H]2N(C)c3ccc(OC)cc3[C@@]23C[C@@H](C(=O)OC)N(C(=O)c2ccco2)C3=N1	-3	100
OCC[C@H]1C[C@@H](O)[C@H](O)[C@@]2(CCCO2)O1	-3	104
COC(=O)[C@@H]1C[C@]2(Br)c3ccccc3N(S(=O)(=O)c3ccccc3)[C@@H]2N1C(=O)OC	6	105

Sorted by count of non-hydrogen atoms (smallest number first): 13 of the compounds above.
SMILES	MEKK2mut PB1 HTS	MEKK2 WT-MEK5
OCC[C@H]1C[C@@H](O)[C@H](O)[C@@]2(CCCO2)O1	-3	104
CCc1nnc(SCc2ccc([N+](=O)[O-])cc2)nc1CC	2	103
Brc1ccccc1-n1nnc(-c2cnc3ccccc3c2)n1	1	100
COc1cccc(N2[C@@H](CC(=O)O)c3ccccc3S2(=O)=O)c1	4	104
CCCNC(=O)C1(CC2CC(c3ccccc3)=NO2)CCNCC1 (centres undefined)	4	107
COc1cc(O)cc2c1[C@@H]1Oc3c(ccc(O)c3CC=C(C)C)[C@@H]1CO2	2	104
CC(=O)c1cccc(-c2ccc3c(=O)[nH]c(Nc4ccccc4)cc3c2)c1	1	99
CCC/C=C1/CCCOC(C(=O)NCc2ccc(S(C)(=O)=O)cc2)(C(F)(F)F)C1 (centres undefined)	4	101
COC(=O)[C@@H]1C[C@]2(Br)c3ccccc3N(S(=O)(=O)c3ccccc3)[C@@H]2N1C(=O)OC	6	105
O=C(Nc1ccccc1)C1=C[C@H](c2ccc(C(F)(F)F)cc2)C[C@H](OCCCCO)O1	-2	99
COC(=O)C1=C(C(=O)OC)[C@@H]2Nc3ccccc3[C@@]23C[C@@H](C(=O)OC)N(C(=O)c2ccco2)C3=N1	3	105
CC(C)=CCc1c(O)cc(O)c2c(=O)c(O[C@@H]3O[C@@H](C)[C@H](O)[C@@H](O)[C@H]3O)c(-c3ccc(O)cc3)oc12	1	104
COC(=O)C1=C(C(=O)OC)[C@@H]2N(C)c3ccc(OC)cc3[C@@]23C[C@@H](C(=O)OC)N(C(=O)c2ccco2)C3=N1	-3	100

Next section
SMILES	MEKK2mut PB1 HTS	MEKK2 WT-MEK5
Cn1c(N)c(S(=O)(=O)NCc2ccccc2)c(=O)n(C)c1=O	1	103
C[C@H]1CCC[C@]2(O[C@H](CCO)C[C@H](O)[C@H]2O)O1	-2	104
O=C1c2ccccc2S(=O)(=O)c2cc(C(=O)N3CCN(c4ccc(Cl)cn4)CC3)ccc21	3	100
Nc1cccc2c1C(=O)N(c1ccccc1)C2=O	4	110
CCCNC(=O)C1(CC2CC(c3ccccc3)=NO2)CCN(C(=O)c2cc(OCC)c(OCC)c(OCC)c2)CC1 (centres undefined)	4	105
COC(=O)C1=C(C)N(Cc2ccco2)C(=O)N[C@@H]1c1ccc(Br)cc1	-2	99
CC(C)c1cc(C(C)C)c(S(=O)(=O)N2c3ccccc3[C@@]3(Br)C[C@H]4C(=O)N[C@@H](Cc5ccccc5)C(=O)N4[C@@H]23)c(C(C)C)c1	2	92
CN(C)CCc1c[nH]c2ccc(Cn3cncn3)cc12	1	109
CCN1C(=O)N[C@@H](c2cccc(C(F)(F)F)c2)[C@@H](C(=O)OC)[C@H]1C	-3	92
C=C[C@@]1(C)CC(=O)[C@]2(O)[C@@]3(C)[C@@H](O)CCC(C)(C)[C@@H]3[C@H](OC(C)=O)[C@H](O)[C@@]2(C)O1	2	102
CO[C@H]1O[C@@H]2O[C@@]3(C)CC[C@H]4[C@H](C)CC[C@@H]([C@H]1C)[C@@]24OO3	3	105
Cc1ccc(CN2C(=O)[C@@H]3Cc4c([nH]c5ccccc45)C(C)(C)N3C2=O)cc1	-4	100
N#Cc1cccnc1N1CCN(C(=O)c2ccc3c(c2)S(=O)(=O)c2ccccc2C3=O)CC1	5	106
CC1(C)CC(=O)C=C(c2ccc3[nH]ccc3c2)C1	2	107
CC(=O)O[C@@H]1[C@@H](O)[C@@H](O)[C@H](Oc2c(-c3ccc(O)cc3)oc3c(CC=C(C)C)c(O)cc(O)c3c2=O)O[C@H]1C	4	108
COc1ccc(-c2ccc3sc4ccccc4c(=O)c3c2)cn1	5	107
COC(=O)CCC(=O)OC1(C)C(=O)C2=CN(c3ccccc3)C(c3ccc(OC)cc3)=CC2=C(Br)C1=O (centres undefined)	5	-5.0*
CS(=O)(=O)c1ccc(CNC(=O)C2(C(F)(F)F)CC(CCCO)CCCO2)cc1 (centres undefined)	-3	93
COc1ccc(OC)c(Nc2cc3ccccc3c(=O)[nH]2)c1	5	105
O=C1CC2(CCCCC2)Oc2ccc(Cl)cc21	2	100
CC(C)=CCc1cc([C@@H]2CC(=O)c3ccc(O)c(CC=C(C)C)c3O2)ccc1O	1	101
O=C(NCC1CC1)C1(C(F)(F)F)C/C(=C\Cc2ccccc2)CCCO1 (centres undefined)	5	105
CC1=C(C/C=C(\C)CCC[C@H](C)CCC[C@H](C)CCCC(C)C)C(=O)c2ccccc2C1=O	4	103
COC(=O)C1=C(C(=O)OC)[C@@H]2N(C)c3ccc(OC)cc3[C@@]23C[C@@H](C(=O)OC)N(C(=O)NC2CCCCC2)C3=N1	-24	3.0*[inhibitor]
C[N+](C)(C)C[C@H](O)CC(=O)O	3	107
COC(=O)C[C@H]1c2cc(C(F)(F)F)ccc2S(=O)(=O)N1Cc1ccc(OC)cc1	-2	101
C[C@]1(C2CCCC2)Cc2cc(OCC(=O)O)c(Cl)c(Cl)c2C1=O	1	107

This is a subset; rates above refer to the full screens.
